Screening data from PubChem BioAssay.
Tau fluor cs: Counterscreen qHTS for Inhibitors of Tau Fibril Formation, Fluorescence Polarization. tau K18 P301L Alexa594 fluorescence, heparin fibrillization. Potency, µM (titrated, usually from 57.7 µM), for the others: at the highest dose activity change, negative = decrease. hit rate 0.93% among 280,000; also: % is scaled to controls: 0 for no effect and ±100 for the full control effect; nearly all actives have a fitted effect of over 55% in size
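Human tau K18 P301L (15 uM unlabeled, 0.24 uM Alexa 594-labeled) in 100 mM sodium acetate pH 7 with 20 uM heparin, 6 hr at 37 C. ThT 30 uM added, 1 hr ambient; Alexa 594 FP and total fluorescence read at 555/632 nm.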
ALDH1A1 block: qHTS Assay for Inhibitors of Aldehyde Dehydrogenase 1 (ALDH1A1) | Aldehyde dehydrogenase 1A1 (Homo sapiens), P00352 | Purified ALDH1A1, NADH fluorescence, propionaldehyde substrate | Potency, µM (titrated, usually from 75.3 µM), for inactives: at the top dose activity, negative = inhibition, actives largely listed as inhibitors | hit rate 7.3% among 220,000; active = well fitted inhibition curve with a large enough effect, not every such curve was filed as active; inconclusive = small, poorly fitted or top-dose-only effect, or another doubt; inactive = no such curve, though single readings can be large or run the other way;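 also: plate controls were no enzyme wells and a reference inhibitor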
Target sequence (P00352 whole entry, looked up): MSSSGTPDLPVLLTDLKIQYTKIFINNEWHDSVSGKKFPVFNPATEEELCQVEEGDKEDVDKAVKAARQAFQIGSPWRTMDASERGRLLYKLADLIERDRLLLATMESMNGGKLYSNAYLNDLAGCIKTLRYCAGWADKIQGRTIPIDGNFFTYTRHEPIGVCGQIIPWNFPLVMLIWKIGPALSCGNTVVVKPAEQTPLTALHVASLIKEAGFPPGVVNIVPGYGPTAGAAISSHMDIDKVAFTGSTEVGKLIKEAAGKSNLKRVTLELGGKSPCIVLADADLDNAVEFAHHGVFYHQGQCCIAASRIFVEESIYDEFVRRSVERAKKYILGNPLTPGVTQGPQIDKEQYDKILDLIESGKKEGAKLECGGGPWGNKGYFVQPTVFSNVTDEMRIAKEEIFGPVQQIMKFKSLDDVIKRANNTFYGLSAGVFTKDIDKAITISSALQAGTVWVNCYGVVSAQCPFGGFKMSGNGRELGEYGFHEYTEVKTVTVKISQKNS
Epigenetic reg: Quantitative High-Throughput Screen for Regulators of Epigenetic Control; murine LDR cells, GFP reporter derepression, 30 h; Potency, µM (doses to about 53.9 µM), for the others: at the top dose GFP activation, most hits filed as activators; hit rate 0.2% among 280,000; AID 1865, 2009; also: % of control where 0% means no effect; nearly all actives have a fitted effect of over 60% in size
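Reporter derepression read as number of fluorescent GFP-positive objects, 20-120 um in size, counted by laser-scanning cytometer. Mouse LDR line with an epigenetically silenced CMV-GFP locus; compound incubation 30 h, 37 C.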
GAA glycogen mod: qHTS Assay for Inhibitors and Activators of Human alpha-Glucosidase Cleavage of Glycogen; Lysosomal alpha-glucosidase (Homo sapiens), P10253; recombinant GAA, glycogen substrate, Amplex Red glucose oxidase fluorescence; Potency, µM (titrated, usually from 76.4 µM), without a hit: at the top dose activity change, negative = inhibition, actives largely listed as inhibitors; hit rate 0.38% among 300,000;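 also: 0% = full enzyme reaction and -100% = no-enzyme basal signal; the screen sought inhibitors and activators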
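qHTS, 1536-well; enzyme 4 nM final; cpd up to 77 uM; substrate bovine liver glycogen 30 ug; 50 mM citrate/phosphate pH 5.0, 0.01% Tween-20; 37 C, 40 min; Amplex Red detection 45 min RT; Hill fit → AC50.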
GLA spleen mod: qHTS Assay for Inhibitors and Activators of Human alpha-Galactosidase From Spleen Homogenate | Alpha-galactosidase A (Homo sapiens), P06280 | human spleen homogenate, 4MU-alpha-Gal fluorescence, 40 min | Potency, µM (top dose mostly 80 µM), for inactives: at the highest dose activity change, negative = inhibition, hits mostly inhibitors | hit rate 0.008% among 240,000 | AID 2107, 2009;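 also: 0% = enzyme with vehicle and -100% = no enzyme basal signal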
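Human spleen homogenate (1 ug) was the enzyme source, with 4-methylumbelliferyl-alpha-D-galactopyranoside (1 mM final) in pH 5.0 citrate buffer with 0.01% Tween-20. Compounds were titrated; after 40 min at 37C, NaOH/glycine stop, 4-MU fluorescence read; AC50 from Hill fits.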
GAA spleen mod: qHTS Assay for Inhibitors and Activators of Human alpha-Glucosidase From Spleen Homogenate; human spleen homogenate, 4-MU-alpha-glucoside fluorescence; Lysosomal alpha-glucosidase (Homo sapiens), P10253; hit rate 0.006% among 240,000; Potency, µM (top dose mostly 79.9 µM), for the others: at the top dose activity change, negative = inhibition, usual class: inhibitors; AID 2112, 2009;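 also: 0% = enzyme with vehicle and -100% = no enzyme basal signal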
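Enzyme source: human spleen homogenate, 1 ug/well. Buffer 50 mM citric acid/K phosphate pH 5.0, 0.01% Tween-20. 4-MU-alpha-glucoside 1 mM; 37 C x 40 min; NaOH/glycine stop; fluorescence.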
GAA inhib: qHTS Assay for Inhibitors of Human alpha-Glucosidase as a Potential Chaperone Treatment of Pompe Disease; Lysosomal alpha-glucosidase (Homo sapiens), P10253; Potency, µM (doses to about 76.9 µM), for the others: at the highest dose activity change, negative = inhibition, most hits filed as inhibitors; AID 1466, 2008; hit rate 0.005% among 200,000; purified human GAA, 4-MU-alpha-glucoside fluorescence;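 also: plate controls were uninhibited enzyme wells for no effect and no-enzyme background for full effect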
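Activity normalized between no-enzyme (basal) and enzyme-only wells. Conditions: 4 nM human enzyme, 400 uM fluorogenic substrate, citrate/phosphate pH 5.0 with Tween-20, 20 min room temperature, compounds up to 77 uM.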
NPSR antag: qHTS Assay for Antagonists of the Neuropeptide S Receptor: cAMP Signal Transduction; Q6W5P4; CHO-NPSR cells, cAMP TR-FRET, antagonist mode; Potency, µM (top dose mostly 38.3 µM), inactives show at the top dose activity change, negative = inhibition, actives largely listed as inhibitors; hit rate 1% among 220,000; also: % is scaled to controls: 0 for no effect and ±100 for the full control effect; nearly all actives have a fitted effect of over 50% in size; many of its hits are not listed in these tables
Target sequence (Q6W5P4 whole entry, looked up): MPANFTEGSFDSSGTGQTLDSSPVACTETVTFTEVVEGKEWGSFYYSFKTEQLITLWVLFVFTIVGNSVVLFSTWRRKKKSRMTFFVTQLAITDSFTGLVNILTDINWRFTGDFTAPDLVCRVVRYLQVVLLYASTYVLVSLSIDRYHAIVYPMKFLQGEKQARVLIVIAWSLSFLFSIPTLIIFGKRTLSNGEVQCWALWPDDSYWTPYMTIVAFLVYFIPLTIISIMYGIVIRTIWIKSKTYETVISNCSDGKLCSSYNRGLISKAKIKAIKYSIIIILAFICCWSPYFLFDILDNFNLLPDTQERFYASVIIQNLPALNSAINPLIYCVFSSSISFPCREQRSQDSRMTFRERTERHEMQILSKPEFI
* = called active by the depositor; ? = inconclusive; . = no result given; & = joins results of further samples; [ ] = another dose, or the depositor's remark. Unless noted, calls follow the shape of the dose curve; as a rule, active = well fitted curve in the direction sought with a large enough effect; inconclusive = small, poorly fitted or top-dose-only effect, or another doubt; inactive = no such curve, though single readings can be large; an effect the other way counts as inactive or inconclusive. Potency is read from the fitted curve at half-maximal effect. An excerpt. The share of hits here may be higher or lower than overall.

SMILES	Tau fluor cs	ALDH1A1 block	Epigenetic reg	GAA glycogen mod	GLA spleen mod	GAA spleen mod	GAA inhib	NPSR antag
CCN(C1CCCCC1)S(=O)(=O)c1ccc(C(=O)O)cc1	-1%	-11%	-2.4%	-2%	-8%	-7%	4%	?
CC(=O)N(CN1C(=O)CCC1=O)c1ccc(Cl)c(Cl)c1	-5%	5%	0.0%	0%	-20%	-7%	3%	9%
CCOc1cc(C(=O)OCC(=O)Nc2ncc(Cl)c(C)c2Cl)ccc1OCC(=O)N1CCOCC1	-4%	-2%	6.0%	15%	3%	3%	-7%	-27%[46.1 µM]
CCOC(=O)c1c2n(c3ccc(OC(C)=O)cc13)CCC2	-10%	4%	0.0%	3%	5%	7%	-11%	-8%[46.1 µM]
C/C(Nc1ccc(C)cc1)=C(/C#N)C(N)=O	-5%	-12%	3.1%	7%	2%	5%	-11%	-5%[46.1 µM]
Cc1c(O)ccc2c(=O)c(-c3nncn3-c3ccccc3)coc12	5%	-1%	-3.5%	-16%	1%	-7%	4%	14%
O=C(O)c1ccccc1SCC(=O)N1c2ccccc2Sc2ccccc21	0%	11%	0.0%	4%	-3%	-9%	-1%	-41%
CCCCNC(=S)NCc1ccc2[nH]c(C)cc2c1	?	-5%	0.0%	-8%	-3%	-2%	-2%[15.4 µM]	-8%
Cc1cc(C)cc(N(CC(=O)NCCSc2ccccn2)S(=O)(=O)c2ccccc2)c1	-6%	?	-0.9%	1%	-13%	-11%	-6%	-23%[46.1 µM]
Cc1nc2cc(CO)ccc2s1	7%	2%	1.9%	-8%	-2%	-3%	9%	2%[46.1 µM]
Cc1cccc(C(=O)O)c1NC(=O)c1ccc(F)cc1	-5%	-3%	0.0%	-10%	4%	0%	4%	-3%
CC1(C)CC(=O)C=C(N2CCCC2)C1	-2%	3%	-3.5%	-5%	9%	-3%	-1%	-1%[46.1 µM]
CCCC(=O)Nc1nc(C(=O)OCC)cs1	6%	3%	-2.0%	7%	0%	0%	3%	0%[46.1 µM]
CC(C)Cn1c(N)c(C(=O)NCc2cccs2)c2nc3ccccc3nc21	?	?	?	-20%	?	15%	?	13µM*
CC1CCC(C(C)(C)O)CC2=C1CCC2C (configuration not stated)	3%	10%	-0.2%	.	7%	-2%	.	.
Cc1ccc(NC(=O)c2sc(N)nc2-c2ccc([N+](=O)[O-])cc2)c(C)c1	-11%	10%	4.0%	1%	7%	0%	1%[15.4 µM]	-15%
CCN(c1ccccc1)S(=O)(=O)c1cc(NC(=O)COC(=O)C2CC2)ccc1Cl	?	?	1.1%	1%	-2%	-9%	2%	-2%
O=C1c2ccccc2C(=O)N1CC1=CCS(=O)(=O)C1	-7%	-1%	-0.9%	-8%	8%	8%	3%	7%[7.67 µM]
[N-]=[N+]=CC(=O)C(Cc1ccccc1)N1C(=O)c2ccccc2C1=O (configuration not stated)	2%	2.8µM*	3.2%	11%	0%	0%	-2%	-8%[46.1 µM]
c1ccc2c(c1)nnn2CNc1nccs1	-8%	2%	0.3%	-1%	-6%	-2%	2%	11%
COc1cccc(NC(=O)CSc2ccccn2)c1	-1%	20µM*	0.8%	0%	0%	-4%	-7%	-20%[46.1 µM]
O=C(COC(=O)c1cc(-c2cccc3ccccc23)nc2ccccc12)NC1CCS(=O)(=O)C1 (configuration not stated)	-6%	?	-1.1%	-11%	3%	-10%	7%	-15%
COc1ccccc1N1CCN(C(=O)CSc2nc3ccccc3[nH]2)CC1	-6%	10%	0.0%	4%	-2%	-4%	1%	-11%[46.1 µM]
CC(C)CN(CC(C)C)C(=O)Nc1ccccc1F	-5%	10%	-1.5%	25%	-4%	0%	4%	-1%
Cc1cc(C)n(C(=O)CNc2ccccc2Cl)n1	6%	7%	-1.8%	4%	-3%	-3%	2%	8%[46.1 µM]

For reference, 2 of the compounds above:
SMILES	Tau fluor cs	ALDH1A1 block	Epigenetic reg	GAA glycogen mod	GLA spleen mod	GAA spleen mod	GAA inhib	NPSR antag
CC(C)CN(CC(C)C)C(=O)Nc1ccccc1F	-5%	10%	-1.5%	25%	-4%	0%	4%	-1%
Cc1cc(C)n(C(=O)CNc2ccccc2Cl)n1	6%	7%	-1.8%	4%	-3%	-3%	2%	8%[46.1 µM]

In the list so far, 2 have an NH in an aromatic ring:
SMILES	Tau fluor cs	ALDH1A1 block	Epigenetic reg	GAA glycogen mod	GLA spleen mod	GAA spleen mod	GAA inhib	NPSR antag
CCCCNC(=S)NCc1ccc2[nH]c(C)cc2c1	?	-5%	0.0%	-8%	-3%	-2%	-2%[15.4 µM]	-8%
COc1ccccc1N1CCN(C(=O)CSc2nc3ccccc3[nH]2)CC1	-6%	10%	0.0%	4%	-2%	-4%	1%	-11%[46.1 µM]

Later entries:
SMILES	Tau fluor cs	ALDH1A1 block	Epigenetic reg	GAA glycogen mod	GLA spleen mod	GAA spleen mod	GAA inhib	NPSR antag
O=C(Nc1cccc(S(=O)(=O)N2CCCC2)c1)c1cc(-c2ccccn2)nc2ccccc12	?	-4%	-0.4%	-21%	-1%	0%	-5%	-13%
COCCN(Cc1cc2ccc(C)c(C)c2nc1Cl)C(=O)N1CCOCC1	5%	?	?	9%	-4%	-4%	?	7%
Cn1c(=N)n(CC(=O)c2ccccc2)c2ccccc21	-3%	.	-2.4%	3%	-5%	3%	.	26%
O=c1[nH]c(=O)n([C@@H]2O[C@H](CO)[C@@H](O)[C@H]2O)cc1F	-1%	-2%	0.8%	.	-2%	3%	.	.
CCOC(=O)CCC(=O)N1CCOCCOCCN(C(=O)CCC(=O)OCC)CCOCCOCC1	-7%	0%	-0.7%	5%	5%	-1%	-7%	6%[46.1 µM]
COc1ccc(N=c2oc3ccc(OC)cc3cc2-c2nc3ccccc3[nH]2)cc1	-2%	3%	-0.7%	2%	1%	3%	4%	-9%[46.1 µM]
CN1CCC(=NNC(=O)CN(c2ccc(Oc3ccccc3)cc2)S(C)(=O)=O)CC1	5%	?	-3.0%	6%	1%	-7%	-8%	11%
Cc1ccc2c(c1)nnn2C1CCN(CC(=O)N(c2ccccc2)c2ccccc2)CC1	4%	.	0.0%	3%	1%	7%	.	-35%
COc1cc(C)nc(N2CCCC(C(=O)NC3CCC(C)CC3)C2)n1 (configuration not stated)	-2%	-13%	-1.8%	-2%	1%	-5%	1%	8%[46.1 µM]
CN1c2ccccc2C(=O)/C(=C\Nc2ncccn2)S1(=O)=O	-2%	.	1.1%	-7%	11%	2%	.	-5%
O=C(Cc1ccc(Cl)cc1)NNC(=O)Nc1cccc2ccccc12	-4%	?	-4.9%	1%	-6%	-6%	0%	3%[46.1 µM]
COc1ccc(C(=O)C2CCCN(C(=O)c3ccoc3C)C2)cc1F (configuration not stated)	-8%	.	-1.2%	-11%	-17%	-2%	.	8%
Cn1c(N)c(C(=O)COC(=O)c2ccc(Cl)c(S(=O)(=O)N3CCCCC3)c2)c(=O)n(C)c1=O	6%	9%	-1.9%	4%	5%	8%	-3%	-21%
Nc1cccc2cnccc12	-8%	4%	-1.4%	-10%	-13%	-9%	1%	-7%[46.1 µM]
O=S(=O)(c1cccc2nsnc12)N1CCc2ccccc21	-11%	?	1.1%	6%	-5%	-12%	?	-14%[46.1 µM]
COc1ccc(S(=O)(=O)N2CCOCC2)c(Cl)c1Cl	8%	1%	4.8%	17%	19%	-10%	9%	-5%[46.1 µM]
Cn1c(=O)oc2cc(S(=O)(=O)N3CCC(C(=O)NCc4ccc(F)cc4)CC3)ccc21	1%&-10%	13%	-3.8%&1.3%	7%[76.3 µM]	2%	-5%	1%	-20%[46.1 µM]
O=C(c1ccoc1)N1CCC(CO)(CCc2ccccc2)CC1	3%	?	-1.2%	-7%	9%	2%	.	-2%
Cc1nn(-c2ccccc2)c(C)c1/C=N\N1CCN(c2ccc(Cl)cc2)CC1	?	2%	0.9%	-14%	8%	-6%	3%	-10%[46.1 µM]
O=C(Nc1ccc2nc(-c3ccccn3)[nH]c2c1)C1CCCCC1	-11%	?	0.0%	4%	10%	7%	5%	-4%[46.1 µM]
COC(=O)C1=C(C(=O)OC)[C@@H]2N(Cc3ccccc3)c3ccccc3[C@@]23C[C@@H](C(=O)OC)N(C(=O)c2cc(C)oc2C)C3=N1	-1%[11.6 µM]	9%[13.5 µM]	.	.	-2%[17.5 µM]	-6%[17.4 µM]	.	.
Cc1cc(C)c2[nH]c(=O)c(CN(Cc3ccco3)C(=S)NCC3CCCO3)cc2c1 (configuration not stated)	-2%	?	2.2%	12%	-5%	-12%	-8%	-3%
CCc1ccc(N(CC)C(=O)c2ccc3c(Cl)c4c(nc3c2)CCC4)cc1	-18%	?	6.2%	0%	4%	5%	0%	-22%
CCOC(=O)CNC(=O)CSc1nnc(-c2c[nH]c3ccccc23)n1CC	-4%	.	-1.1%	5%	3%	4%	.	12%
COc1ccc(C(=O)CSc2nnc(CN3CCCC3)n2-c2ccc(F)cc2)c(OC)c1	-3%	?	-1.1%	-2%	3%	-4%	-3%	20%
CC(C)NC(=S)N(CCc1ccncc1)C(C)C	-10%	4%	-1.3%	5%	8%	2%	0%	1%

Whole records from above.
Cn1c(=N)n(CC(=O)c2ccccc2)c2ccccc21 in the list: Tau fluor cs = -3%; ALDH1A1 block = .; Epigenetic reg = -2.4%; GAA glycogen mod = 3%; GLA spleen mod = -5%; GAA spleen mod = 3%; GAA inhib = .; NPSR antag = 26%
O=c1[nH]c(=O)n([C@@H]2O[C@H](CO)[C@@H](O)[C@H]2O)cc1F in the list: Tau fluor cs = -1%; ALDH1A1 block = -2%; Epigenetic reg = 0.8%; GAA glycogen mod = .; GLA spleen mod = -2%; GAA spleen mod = 3%; GAA inhib = .; NPSR antag = .
